SUMO HTRF inh = inhibitors of in vitro SUMOylation cascade, primary screen, biochemical, HTRF, uHTS. SUMO-conjugating enzyme UBC9 (Homo sapiens), P63279. HTRF SUMOylation assay, SAE1/SAE2 + UBC9. AID 2006, 2009. inhibition, % at 35 µM. hit rate 0.36% among 290,000; in the data active means inhibition above about 50%, passing the limit was not always enough; further: strong numbers were not always called active
NS3 helicase inh = inhibitors of HCV NS3 helicase, primary screen, biochemical, Cy5 molecular beacon fluorescence; hit rate 0.56% among 290,000; NS3 helicase DNA unwinding; inhibition, % at 10.9 µM;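 active means inhibition above the mean of all tested compounds plus 3 SD, set per campaign, cut at about 35% in these data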;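 further: 0% = DMSO wells and 100% = thioflavine S control wells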
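test system = hepatitis C virus NS3 helicase domain fragment enzyme | reagent = annealed dual-labelled DNA beacon duplex, ATP-started | times = 1 h at 25 °C | detection = Cy5 fluorescence, 0 and 60 min reads | read-out basis = percent inhibition from t60/t0 fluorescence ratio | control set = DMSO and thioflavine S | replication = one well per compound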
CRFBP-R2 block = antagonists of CRF-BP/CRF-R2 complex, primary screen, cell-based, HEK293, calcium dye fluorescence, uHTS | hit rate 0.59% among 350,000 | inhibition, % at 11.8 µM | CRF-induced calcium fluorescence;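 active means inhibition of the ligand-induced calcium signal above about 50% at the single tested concentration, limit read from the data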
GalR3 antagonist = GalR3 antagonists in HEK293 cells, primary screen, cell-based, fluorescence readout | HEK293 GalR3-CNG cAMP membrane potential fluorescence; galR3 body fused to GalR1 C-terminus | AID 651719, 2012 | inhibition, % at 3 µM | Galanin receptor type 3 (Homo sapiens), O60755 | hit rate 0.44% among 360,000;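 active means inhibition above the screen-wide average plus 3 SD, cut at about 13% in these data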;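 further: forskolin and galanin both at EC90 stimulate the cells; cAMP rise reported by CNG channel membrane potential dye signal; 0% = forskolin plus galanin with DMSO and 100% = forskolin alone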
IDE cell inh = human IDE inhibitors in live cells, primary screen, fluorescence polarization, HEK cells, FAbetaB substrate; Insulin-degrading enzyme (Homo sapiens), P14735; FAbetaB cleavage; inhibition, % at 5.59 µM; hit rate 0.41% among 320,000;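 active means percent inhibition above the average of all tested compounds plus 3 SD, set per screening campaign, cut at about 16% in these data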;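 further: IDE supplied by intact live HEK cells; FP after avidin binding of uncleaved biotin substrate so inhibition keeps polarization high; 0% = DMSO wells and 100% = 60 µM reference IDE inhibitor Ii1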
IMP-1 inhibitor = IMP-1 metallo-beta-lactamase inhibitors, primary screen, biochemical, epi-absorbance readout, Pseudomonas aeruginosa enzyme. metallo-beta-lactamase IMP-1 (Pseudomonas aeruginosa). purified IMP-1, nitrocefin hydrolysis, epi-absorbance fluorescence. inhibition, % at 5.6 µM. hit rate 0.45% among 290,000;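 active means inhibition above the mean plus 3 SD of all compounds in the same screening run, cut at about 4.5% in these data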;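 further: 0% = IMP-1 with DMSO and 100% = DMSO wells lacking enzyme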
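assay system = purified recombinant IMP-1 metallo-beta-lactamase enzyme | schedule = 15 min preincubation plus 25 min reaction at 25 °C | signal = Epi-absorbance fluorescence, 480 nm excitation, 530 nm emission | read-out basis = percent inhibition from optical density relative to buffer-blank wells | controls = IMP-1 with DMSO as 0%, enzyme-free DMSO as 100%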
IDE cell activ = human IDE activators in live cells, primary screen, fluorescence polarization, HEK cells, FAbeta-B substrate; FAbeta-B cleavage; 0% vehicle, 100% cell-free pure enzyme wells; hit rate 0.073% among 340,000; AID 493087, 2011; Insulin-degrading enzyme (Homo sapiens), P14735; activation, % at 5.96 µM;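 active means activation above the mean of all tested compounds plus 3 SD, set per screening campaign, cut at about 17% in these data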
p-CIP stab down = p/CIP-EGFP fusion destabilizers, primary screen, fluorescence, F442A cells | hit rate 0.01% among 290,000 | decrease of EGFP signal, % at 10 µM | 16 h;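 active means EGFP signal decrease of at least 30% at 10 µM or well 3 SD below plate mean, unless failing retest; inactive means the rest, including hits failing retest or dose response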; further: some compounds called inactive have numbers as strong as hits; many of its hits are not listed in these tables
Target sequence (Q05BA5 1-1403): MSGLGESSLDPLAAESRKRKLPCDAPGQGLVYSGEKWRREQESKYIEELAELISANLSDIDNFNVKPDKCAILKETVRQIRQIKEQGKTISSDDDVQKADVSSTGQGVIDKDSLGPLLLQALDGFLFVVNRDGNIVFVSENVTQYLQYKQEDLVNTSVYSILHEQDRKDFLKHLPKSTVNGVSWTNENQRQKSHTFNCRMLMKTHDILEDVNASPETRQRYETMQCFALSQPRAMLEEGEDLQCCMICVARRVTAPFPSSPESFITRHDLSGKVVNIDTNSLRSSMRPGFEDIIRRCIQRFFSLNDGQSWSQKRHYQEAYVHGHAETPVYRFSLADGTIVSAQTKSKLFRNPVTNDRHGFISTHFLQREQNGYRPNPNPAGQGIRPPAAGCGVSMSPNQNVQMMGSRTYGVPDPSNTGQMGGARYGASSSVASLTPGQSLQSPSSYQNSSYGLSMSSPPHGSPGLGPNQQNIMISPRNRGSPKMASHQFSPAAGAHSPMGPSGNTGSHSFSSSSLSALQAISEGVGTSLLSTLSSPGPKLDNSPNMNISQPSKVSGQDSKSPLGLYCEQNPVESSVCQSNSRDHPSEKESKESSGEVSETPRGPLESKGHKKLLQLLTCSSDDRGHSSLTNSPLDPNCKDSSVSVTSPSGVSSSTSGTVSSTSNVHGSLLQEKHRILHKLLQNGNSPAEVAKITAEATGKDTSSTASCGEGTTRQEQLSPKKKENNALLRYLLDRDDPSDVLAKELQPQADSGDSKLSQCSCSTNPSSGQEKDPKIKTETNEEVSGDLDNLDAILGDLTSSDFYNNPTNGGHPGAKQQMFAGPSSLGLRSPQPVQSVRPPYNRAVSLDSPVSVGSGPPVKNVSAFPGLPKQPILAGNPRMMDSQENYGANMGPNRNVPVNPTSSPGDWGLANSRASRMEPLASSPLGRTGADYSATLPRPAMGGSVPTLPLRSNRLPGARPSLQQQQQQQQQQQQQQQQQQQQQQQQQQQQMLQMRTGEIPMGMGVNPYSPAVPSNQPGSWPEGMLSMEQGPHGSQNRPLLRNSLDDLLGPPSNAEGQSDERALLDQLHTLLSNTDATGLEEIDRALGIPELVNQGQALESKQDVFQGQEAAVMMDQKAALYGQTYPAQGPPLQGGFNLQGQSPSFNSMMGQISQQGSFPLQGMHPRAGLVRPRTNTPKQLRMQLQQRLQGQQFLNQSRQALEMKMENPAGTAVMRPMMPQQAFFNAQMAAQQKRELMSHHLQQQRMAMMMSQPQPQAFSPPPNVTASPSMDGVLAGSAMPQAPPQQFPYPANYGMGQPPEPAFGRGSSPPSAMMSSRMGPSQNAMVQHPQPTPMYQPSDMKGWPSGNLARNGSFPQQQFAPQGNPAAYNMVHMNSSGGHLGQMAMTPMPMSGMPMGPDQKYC
VIM-2 inhibitor = VIM-2 metallo-beta-lactamase inhibitors, primary screen, biochemical, epi-absorbance readout, Pseudomonas aeruginosa enzyme. purified VIM-2, nitrocefin hydrolysis, epi-absorbance fluorescence. inhibition, % at 5.6 µM. hit rate 0.89% among 290,000. AID 1527, 2009;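 active means inhibition above the mean of all tested compounds plus 3 SD, cutoff set per screening run, cut at about 7.5% in these data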;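 further: red hydrolysis product quenches plate fluorescence so inhibitors raise well fluorescence; 0% = enzyme with DMSO and 100% = DMSO without enzyme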
* marks the source's active call; other numbers are inactive results; . = not tested or not shown.

SMILES	SUMO HTRF inh	NS3 helicase inh	CRFBP-R2 block	GalR3 antagonist	IDE cell inh	IMP-1 inhibitor	IDE cell activ	p-CIP stab down	VIM-2 inhibitor
COc1ccc(-c2nnc(CSc3nc4ccccc4c(=O)n3CC(C)C)o2)cc1OC	-6	-2	20	-12	1	-2.6	0	-18	-4.3
Cc1ccc(C(=O)Nc2c3c(nn2-c2ccccc2)CS(=O)(=O)C3)cc1C	4	9	2	-7	-7	-2.3	-1	18	-0.7
CC[C@@]1(C(=O)OC)N[C@H](CN(C)C(=O)c2ccccc2)[C@@H]2C(=O)N(C)C(=O)[C@@H]21	.	.	-1	-2	-6	.	6	.	.
CN1CCN(S(=O)(=O)c2ccccc2)CC1	6	-6	-4	-4	4	-5.3	3	0	-2.9
COc1ccc(S(=O)(=O)n2[nH]c(=O)c(CCO)c2C)c([N+](=O)[O-])c1	5	6	-6	-4	-4	-3.0	0	-6	-2.9
Cc1ccc(C2N=C(N)Nc3nc(=O)c4ccccc4n32)cc1 (stereo not given)	-2	-4	-8	10	3	-3.0	3	-15	-1.0
Cc1nc(C(=O)N2CCc3c([nH]c4ccccc34)C2c2ccccn2)cs1 (stereo not given)	2	-11	3	-4	2	-1.4	4	-8	-0.9
O=C(COC(=O)C1C2CC3OC(=O)C1C3C2)Nc1cccc(C(F)(F)F)c1 (stereo not given)	4	10	2	-4	1	-2.5	-1	-8	-3.9
COCCCNC(=S)N1CCN(C)CC1	23	0	-13	-4	-4	-1.9	-3	-11	-1.6
O=S(=O)(Nc1nc2ccccc2nc1NCc1ccco1)c1ccc(Cl)cc1	-2	29	-56	7	0	-2.4	3	-18	-1.1
CCOC(=O)N1CCC2(O)CCCCC2C1c1ccc(F)cc1 (stereo not given)	16	-5	19	-1	0	-0.1	1	-6	-0.1
COc1ccc(C)cc1NC(=O)COC(=O)C1COc2ccccc2O1 (stereo not given)	.	.	6	-6	0	.	0	.	.
Cc1ccccc1CN1CCN(C(=O)CC(C)C)CC1	15	-7	2	-5	-3	1.4	-3	-11	-0.7
Cc1ccc(S(=O)(=O)NCC(c2ccccc2)N2CCN(CCC#N)CC2)cc1 (stereo not given)	-6	0	9	5	7	-1.6	5	-6	-1.2
CCCCCN(C(=O)COC(=O)c1ccc(C)cc1)c1c(N)n(CCCC)c(=O)[nH]c1=O	.	.	-2	-1	0	.	6	.	.

Of the compounds above, 3 have an aryl methoxy group:
SMILES	SUMO HTRF inh	NS3 helicase inh	CRFBP-R2 block	GalR3 antagonist	IDE cell inh	IMP-1 inhibitor	IDE cell activ	p-CIP stab down	VIM-2 inhibitor
COc1ccc(-c2nnc(CSc3nc4ccccc4c(=O)n3CC(C)C)o2)cc1OC	-6	-2	20	-12	1	-2.6	0	-18	-4.3
COc1ccc(S(=O)(=O)n2[nH]c(=O)c(CCO)c2C)c([N+](=O)[O-])c1	5	6	-6	-4	-4	-3.0	0	-6	-2.9
COc1ccc(C)cc1NC(=O)COC(=O)C1COc2ccccc2O1 (stereo not given)	.	.	6	-6	0	.	0	.	.

(next part)
SMILES	SUMO HTRF inh	NS3 helicase inh	CRFBP-R2 block	GalR3 antagonist	IDE cell inh	IMP-1 inhibitor	IDE cell activ	p-CIP stab down	VIM-2 inhibitor
O=c1[nH]cnc2c1N=C(c1cccc([N+](=O)[O-])c1)CC(c1ccccc1)N2 (stereo not given)	-3	-17	-10	-3	0	-2.1	2	19	-1.5
NS(=O)(=O)c1cccc(NC(=O)CC23CC4CC(CC(Br)(C4)C2)C3)c1	2	-1	-4	-8	2	-2.5	1	-9	1.3
CC1CC(C)CN(CCOc2cccc(Cl)c2Cl)C1 (stereo not given)	4	-24	-42	-4	-2	-1.8	6	-7	-3.2
Cn1c(-c2ccccc2)c[n+]2c1CCCCC2	-2	0	-1	-4	-1	-2.1	8	-3	-2.2
CCN1CCN(CCNC(=O)c2ccc3c(c2)N(Cc2cccc(Cl)c2)C(=O)c2ccccc2S3=O)CC1 (stereo not given)	.	-30	-31	-1	3	-1.1	8	-4	-0.9
CN(C)c1nc(N)nc(CSc2ccccn2)n1	6	-3	10	1	4	-3.4	4	-12	-0.9
O=C(NCCc1ccc(Cl)cc1)Nc1ccc(F)cc1	-2	1	-1	-8	0	-1.7	7	1	-1.0
Cc1ccc(NC(=O)CSC(C)c2nc3ccccc3c(=O)[nH]2)cc1 (stereo not given)	10	17	-3	1	0	3.6	0	9	2.8
CCN(CC(=O)Nc1cccc(C(C)=O)c1)S(=O)(=O)c1ccccc1	5	-2	2	-6	3	-0.2	-2	12	-1.9
CCNC(=O)NC(=O)C(C)OC(=O)[C@H](C)NS(=O)(=O)c1c(C)c(C)cc(C)c1C (stereo not given in full)	16	-12	19	39*	-6	-0.5	6	-2	-1.0
COc1ccc(CNC(=O)C(C)NCc2ccc(S(N)(=O)=O)cc2)cc1 (stereo not given)	10	1	-8	-6	-5	-0.9	5	-5	-2.1
O=C(NCC1CCCO1)c1ccc(OC2CCN(C(=O)C3CC3)CC2)cc1 (stereo not given)	3	1	10	4	0	-3.5	3	0	-1.9
COCCOC(=O)c1c(C)nc(SCC(=O)Nc2ccc(OC)cc2)c(C#N)c1-c1ccco1	6	-5	9	9	-5	-1.2	5	-13	-1.0
Nc1[nH]c(=S)nc2nc(-c3ccccc3)c(-c3ccccc3)nc12	31	3	0	-4	3	-2.8	-18	5	-1.3
CNc1nc(N)nc(OC(C(F)(F)F)C(F)(F)F)n1	11	-1	31	-3	-2	-1.3	-1	-5	-0.1
COCCNC(=O)CNC(c1ccccc1)c1ccccc1	-2	4	.	.	6	-1.9	.	10	-2.5
Cc1ccc(NC(=O)CSc2nnc([C@H](C)NC(=O)OC(C)(C)C)o2)c(C)c1	-18	10	-5	-5	1	-3.6	.	6	-2.8
O=C(CSc1nnc(CCCN2C(=O)c3cccc4cccc(c34)C2=O)n1-c1ccccc1)NCCCO	5	-1	4	0	5	-0.8	1	-16	1.8
Cn1c(Cc2ccccc2)nnc1SCCC(=O)Nc1ccccc1	-1	-2	1	3	-2	-5.2	5	-2	-5.1
c1ccc(-n2c(-c3ccncc3)nnc2N2CCOCC2)cc1	13	10	15	-3	4	-1.1	-3	-5	-1.5
OCCNCc1cccc2ccccc12	-13	8	-4	-7	0	-1.8	3	-26	-3.4
Brc1ccc(C2=NC(Cc3ccccc3)CO2)cc1 (stereo not given)	-25	-6	4	-5	1	-1.2	4	-2	-1.5
CN1CCN(C(c2ccccn2)c2cc(Cl)c3cccnc3c2O)CC1 (stereo not given)	-99	13	11	-6	0	-2.0	4	4	-1.2
COCCCNC(=O)/C(C#N)=C1\N=C(NC(=O)c2cccs2)c2ccccc21	7	4	-5	-3	-1	-2.0	2	-7	2.0
O=C(NCCC1=CCCCC1)c1ccc(-n2cncn2)c([N+](=O)[O-])c1	.	.	-2	-2	2	.	1	.	.
O=C(CSc1nc(-c2ccccc2)cs1)Nc1cccc([N+](=O)[O-])c1	-28	-2	28	-3	3	-1.9	-1	-13	-2.3
CCOC(=O)C1Nc2ccc(C(=O)O)cc2C2C=CCC12 (stereo not given)	25	54*	-16	-8	2	35*	2	11	-1.1
CCN(CC)C(=O)C(=O)Nc1ccc(OCc2ccccc2)cc1	-6	-3	-4	-6	8	-1.0	2	-5	-1.1
Cc1ccsc1/C=N/NC(=O)c1nnn(-c2nonc2N)c1C(C)C	-18	-3	-6	3	3	-1.7	1	6	-6.2
COc1ccccc1CC(=O)N1CCOCC1	3	10	4	-7	-5	-1.2	-1	-3	-0.9

Grouped by structure, the entries above with a thiophene ring, fused or not.
SMILES	SUMO HTRF inh	NS3 helicase inh	CRFBP-R2 block	GalR3 antagonist	IDE cell inh	IMP-1 inhibitor	IDE cell activ	p-CIP stab down	VIM-2 inhibitor
COCCCNC(=O)/C(C#N)=C1\N=C(NC(=O)c2cccs2)c2ccccc21	7	4	-5	-3	-1	-2.0	2	-7	2.0
Cc1ccsc1/C=N/NC(=O)c1nnn(-c2nonc2N)c1C(C)C	-18	-3	-6	3	3	-1.7	1	6	-6.2

New compounds follow
SMILES	SUMO HTRF inh	NS3 helicase inh	CRFBP-R2 block	GalR3 antagonist	IDE cell inh	IMP-1 inhibitor	IDE cell activ	p-CIP stab down	VIM-2 inhibitor
CCOC(=O)C(NCc1ccco1)(NC(=O)c1ccc(OC)cc1)C(F)(F)F (stereo not given)	-5	-3	9	-4	1	-1.5	-2	-3	-2.5
O=C(COC(=O)c1ccccc1C(F)(F)F)NC(=O)NCc1ccco1	.	.	4	-6	0	.	3	.	.
COc1cccc(CNCCOCCO)c1OC	0	-2	-7	0	-2	-4.3	3	-26	0.6
Cc1ccc(NC(=O)Cn2cnc3c(oc4nc5c(cc43)COC(C)(C)C5)c2=O)cc1	5	-3	-19	-3	-4	-2.0	0	-6	-3.1
Cc1cccc(C(=O)Oc2ccccc2/C=N/Nc2ccc([N+](=O)[O-])cc2)c1	-9	9	-25	2	1	-2.3	-1	0	-2.5
O=c1[nH]c2ccccc2n1CCCOc1ccccc1	-26	1	-21	-5	8	-1.0	-14	3	-4.0
Cc1cnc(C(=O)OCC(=O)N2CC(C)CC(C)C2)cn1 (stereo not given)	.	.	3	-2	-4	.	4	.	.

As entered above.
NS3 helicase inh, CCOC(=O)C(NCc1ccco1)(NC(=O)c1ccc(OC)cc1)C(F)(F)F (stereo not given) stands at -3
VIM-2 inhibitor, Cc1ccc(NC(=O)Cn2cnc3c(oc4nc5c(cc43)COC(C)(C)C5)c2=O)cc1 stands at -3.1

Screens deposited in PubChem by several laboratories.
